GDH-TPI inh = GDH-TPI coupling enzyme inhibitors, primary screen, artefact control for M. tuberculosis FBA inhibitor project, biochemical, absorbance, full deck | GDH-TPI coupled enzyme counterscreen, NADH absorbance | inhibition, % at 4.8 µM | actives 1.2% (n = 360,000) | AID 588335, 2011; in the data active means inhibition above about 30%;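 further: 0% = DMSO wells and 100% = wells lacking the enzyme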
PfHsp40 rescue = rescue of yeast from PfHsp40 toxicity, primary screen, S. cerevisiae, ATP luminescence; S. cerevisiae expressing PfHsp40, growth rescue; growth rescue, % at 12.5 µM; actives 0.68% (n = 340,000); AID 504582, 2011; in the data active means growth rescue above about 28%, passing the limit was not always enough;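 further: yeast W303a lacking pdr1 and pdr3 grown in galactose medium; growth measured after three days at 30 °C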
Mtb BioA inh = M. tuberculosis BioA enzyme inhibitors, primary screen, biochemical, plate reader, single point, HTS. 7,8-diaminopelargonic acid synthase BioA (Mycobacterium tuberculosis). purified M. tuberculosis BioA enzyme. inhibition, % at 9.99 µM. actives 0.096% (n = 360,000). AID 602481, 2012; in the data active means inhibition above about 40%
Mtb UGM inh = M. tuberculosis UGM enzyme inhibitors, primary screen, biochemical, fluorescence polarization, single point; UDP-galactopyranose mutase (Mycobacterium tuberculosis (strain ATCC 25618 / H37Rv)), …; purified UGM, fluorescence polarization probe displacement; inhibition, % at 10 µM; actives 0.06% (n = 320,000); AID 504406, 2011; in the data active means inhibition above about 10%, passing the limit was not always enough
FBA Mtb inh = Mtb FBA enzyme inhibitors, primary screen, biochemical, fluorescence, strain H37Rv; Fructose-bisphosphate aldolase (Mycobacterium tuberculosis (strain ATCC 25618 / H37Rv)), …; purified M. tuberculosis FBA, fluorescence read-out; inhibition, % at 1 µM; actives 2.3% (n = 360,000); AID 588726, 2011; in the data active means inhibition above about 27%;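 further: 0% = vehicle and 100% = reference inhibitor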
Yp Topo-I inh = Yersinia pestis topoisomerase I inhibitors, primary screen, biochemical, cleavage product accumulation, plate reader, single point | DNA topoisomerase I (Yersinia pestis CO92) | activity, % at 10 µM | Y. pestis Topo-I cleavage product accumulation | actives 0.064% (n = 360,000); in the data active means activity above about 50%, passing the limit was not always enough; further: inactives centre near 2
TcdB inh = TcdB glycohydrolase inhibitors, primary screen, biochemical, single point, plate reader; Toxin B (Clostridioides difficile), P18177; TcdB glycohydrolase enzymatic assay; inhibition, % at 9.99 µM; actives 0.24% (n = 350,000); AID 652162, 2013; in the data active means inhibition above about 10%
Target sequence (P18177 whole entry, looked up): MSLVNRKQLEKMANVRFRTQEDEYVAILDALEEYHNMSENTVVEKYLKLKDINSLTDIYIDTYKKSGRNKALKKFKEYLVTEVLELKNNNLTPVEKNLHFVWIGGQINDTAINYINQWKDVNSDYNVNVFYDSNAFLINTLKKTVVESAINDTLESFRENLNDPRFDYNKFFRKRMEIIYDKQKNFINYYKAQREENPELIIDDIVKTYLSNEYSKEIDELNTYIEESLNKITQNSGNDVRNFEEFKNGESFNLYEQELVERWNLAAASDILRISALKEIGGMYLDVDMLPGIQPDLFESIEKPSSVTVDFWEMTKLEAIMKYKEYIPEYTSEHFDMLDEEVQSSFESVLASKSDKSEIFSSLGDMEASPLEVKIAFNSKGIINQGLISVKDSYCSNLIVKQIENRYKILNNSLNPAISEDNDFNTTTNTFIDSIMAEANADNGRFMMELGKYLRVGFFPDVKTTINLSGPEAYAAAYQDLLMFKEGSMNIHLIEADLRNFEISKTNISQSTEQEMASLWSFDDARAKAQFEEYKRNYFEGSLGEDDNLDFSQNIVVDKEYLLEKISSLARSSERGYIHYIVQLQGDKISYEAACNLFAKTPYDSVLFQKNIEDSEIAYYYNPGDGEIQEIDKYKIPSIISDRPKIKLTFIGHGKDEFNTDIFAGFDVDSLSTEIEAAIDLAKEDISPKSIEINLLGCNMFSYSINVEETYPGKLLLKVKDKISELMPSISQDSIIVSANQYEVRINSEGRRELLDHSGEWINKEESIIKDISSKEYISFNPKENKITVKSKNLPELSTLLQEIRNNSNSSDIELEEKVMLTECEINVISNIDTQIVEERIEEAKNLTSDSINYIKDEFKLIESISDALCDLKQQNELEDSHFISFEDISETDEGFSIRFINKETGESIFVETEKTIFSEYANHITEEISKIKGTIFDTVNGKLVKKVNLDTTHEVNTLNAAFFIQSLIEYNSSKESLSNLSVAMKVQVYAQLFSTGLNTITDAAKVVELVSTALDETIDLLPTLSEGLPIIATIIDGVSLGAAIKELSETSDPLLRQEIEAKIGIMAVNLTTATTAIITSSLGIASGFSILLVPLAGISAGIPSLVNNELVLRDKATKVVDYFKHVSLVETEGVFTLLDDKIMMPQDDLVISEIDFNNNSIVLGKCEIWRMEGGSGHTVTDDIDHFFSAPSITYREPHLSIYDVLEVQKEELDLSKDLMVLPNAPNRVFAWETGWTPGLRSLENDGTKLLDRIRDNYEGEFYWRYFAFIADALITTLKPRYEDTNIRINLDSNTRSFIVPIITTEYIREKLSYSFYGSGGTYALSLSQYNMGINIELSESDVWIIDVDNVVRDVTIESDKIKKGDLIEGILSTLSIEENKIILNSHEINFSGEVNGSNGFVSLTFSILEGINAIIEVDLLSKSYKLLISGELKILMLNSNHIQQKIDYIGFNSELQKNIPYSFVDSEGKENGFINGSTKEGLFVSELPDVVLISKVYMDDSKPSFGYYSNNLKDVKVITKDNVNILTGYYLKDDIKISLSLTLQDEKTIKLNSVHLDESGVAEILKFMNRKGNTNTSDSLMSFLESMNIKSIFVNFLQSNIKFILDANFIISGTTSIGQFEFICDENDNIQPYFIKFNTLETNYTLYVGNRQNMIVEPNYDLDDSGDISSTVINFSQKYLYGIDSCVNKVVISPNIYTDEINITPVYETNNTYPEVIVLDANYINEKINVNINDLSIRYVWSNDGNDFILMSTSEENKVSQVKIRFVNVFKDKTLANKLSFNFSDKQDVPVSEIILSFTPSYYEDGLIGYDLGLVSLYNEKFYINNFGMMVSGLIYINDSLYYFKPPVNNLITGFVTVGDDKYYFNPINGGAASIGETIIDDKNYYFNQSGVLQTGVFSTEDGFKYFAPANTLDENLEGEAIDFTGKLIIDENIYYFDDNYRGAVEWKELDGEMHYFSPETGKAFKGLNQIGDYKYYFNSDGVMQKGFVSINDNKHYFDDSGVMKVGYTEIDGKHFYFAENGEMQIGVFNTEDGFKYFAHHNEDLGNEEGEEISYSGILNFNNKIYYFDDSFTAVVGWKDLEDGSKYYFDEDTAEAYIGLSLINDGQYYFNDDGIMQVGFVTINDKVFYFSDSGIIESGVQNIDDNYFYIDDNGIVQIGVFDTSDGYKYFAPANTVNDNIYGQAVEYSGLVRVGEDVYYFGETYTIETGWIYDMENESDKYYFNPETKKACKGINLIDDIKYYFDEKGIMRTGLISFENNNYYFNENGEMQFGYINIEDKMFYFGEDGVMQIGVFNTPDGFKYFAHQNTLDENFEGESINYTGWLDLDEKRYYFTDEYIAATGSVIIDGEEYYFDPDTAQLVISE
BH1578 lux ind = inducers of Vibrio cholerae quorum light production without autoinducers, primary screen, BH1578 luxS cqsA deficient, single point; V. cholerae BH1578 lux reporter, luminescence, 6 h; activation, % at 18.7 µM; actives 0.16% (n = 350,000); in the data active means activation mostly above about 9.7%, no sharp cut-off; further: not every result past the cut was called active; inactives centre near 0; reference of the scale not given here
FadD28 binding = inhibitors of FadD28 bisubstrate probe binding, primary screen, biochemical, fluorescence polarization, single point; Mycobacterium tuberculosis FadD28 fatty-acid-AMP ligase; inhibition, % at 12.5 µM; actives 0.22% (n = 360,000); AID 588549, 2011; in the data active means inhibition above about 8.5%, passing the limit was not always enough
* = called active by the depositor; i = inactive; · = no result given.

SMILES	GDH-TPI inh	PfHsp40 rescue	Mtb BioA inh	Mtb UGM inh	FBA Mtb inh	Yp Topo-I inh	TcdB inh	BH1578 lux ind	FadD28 binding
Cc1cccc(S(=O)(=O)NC(=O)C2(C)CCN2C(=O)c2ccccc2)c1 (centres undefined)	11	·	0.0	·	0	6	0.2	i	-1.7
O=C1CCC(C(=O)N2CCCC(C(=O)c3ccc4ccccc4c3)C2)=NN1 (centres undefined)	7	-0.3	0.7	-0.4	11	4	0.1	-0.8	-1.7
O=C(C(c1ccccc1)c1ccccc1)N1CCN(CC(O)COc2ccccc2)CC1 (centres undefined)	6	-0.7	·	2.3	3	39	·	0.4	-0.8
COC(=O)C1CSC(C(=O)OC)N1C(=O)CN1CCN(c2ccc(OC)cc2)CC1 (centres undefined)	2	-0.2	-0.1	0.7	-3	-3	0.5	i	0.0
COc1ccc(C=O)cc1CSc1ccccn1	-6	0.2	2.9	0.3	-2	1	2.1	0.6	-1.1
CCN(CC(=O)Nc1ccc(OC(F)F)cc1)C1CCCCC1	-16	-0.1	4.8	0.9	1	4	0.9	i	-2.8
O=C(NNC1CC(=O)N(c2ccccc2)C1=O)c1ccccc1Cl (centres undefined)	-10	0.2	·	5.5	3	1	-2.7	-0.7	-2.8
Cc1onc(-c2ccccc2Cl)c1C(=O)N1CCC(C(N)=O)CC1	1	2.7	1.2	·	-2	3	1.2	-0.2	-1.3
Cc1cc(NC(=O)Cn2nnc3sc4c(c3c2=O)CCC(C(C)(C)C)C4)no1 (centres undefined)	10	0.5	-0.5	-2.1	-1	6	·	i	-0.9
COc1cccc(OC)c1C(=O)Nc1cccc(S(=O)(=O)Nc2ccccc2Cl)c1	-7	-0.4	0.3	2.8	-1	-1	-0.8	i	-0.4
Cn1cc([N+](=O)[O-])c(C(=O)NCc2cc3ccccc3[nH]2)n1	-3	-1.7	·	0.2	-4	-4	·	-0.3	-3.9
CN(C)c1ccc(NC(=O)Cc2ccccc2)c2ccccc12	6	-0.8	-2.9	-1.0	29*	-2	2.1	0.0	-1.1
CC(C)(C)SC(=O)CC1NS(=O)(=O)OC2CCCCC12 (centres undefined)	-4	0.4	0.3	-0.4	-2	1	0.7	-0.2	-1.6
CCOc1ccc(S(=O)(=O)NC2=NCCCCC2)cc1	-5	-1.3	-0.4	-2.2	0	-7	5.6	-3.1	-2.3
Cc1cc(C(=O)NCc2cc(C(=O)O)co2)co1	-3	-0.8	·	-0.8	4	5	1.0	i	-0.6
CC(=O)NC(Cc1ccccc1)c1ccc2c(c1)OCCCO2 (centres undefined)	-2	-0.7	·	1.7	2	0	·	0.3	-3.8
CC1CCCC(C)N1C(=O)COC(=O)/C=C/c1ccco1 (centres undefined)	0	-0.5	-4.5	-1.1	3	-12	0.8	0.2	1.0
CCCCCCN[C@H]1CCC2C3CC=C4C[C@@H](O)CC[C@]4(C)C3CC[C@@]21C (some centres undefined)	2	-0.6	·	-2.3	4	9	2.3	i	-3.5
CCNC(=O)NC(=O)C(C)Oc1ccc(Br)cc1Br (centres undefined)	-1	1.2	·	-1.0	-5	-10	0.2	-0.2	-4.2
CC1=C(C(=O)Nc2ccccc2)C(c2ccco2)NC(=O)N1 (centres undefined)	8	-0.4	-1.5	0.0	0	1	·	i	-1.4
CCOc1cccc(C(=O)Nc2ccc(S(=O)(=O)Nc3cc(C)on3)cc2)c1	0	-0.2	-2.3	2.1	1	2	-0.2	0.6	-0.6
C=CC[C@@H](CC(=O)N(CCO)Cc1ccccc1)C(=O)N[C@@H](COC(=O)[C@H](CC=C)CC(=O)OC(C)(C)C)Cc1c[nH]c2ccccc12	-3	8.3	-2.5	-2.6	-2	12	-8.6	-0.4	-4.8
CC1(Cc2ccccc2OC(F)(F)F)C(=O)Nc2ccc(-c3ccsc3)cc21 (centres undefined)	3	·	-1.7	·	-2	14	-0.3	i	-4.2
CC(=O)c1c(C)[nH]c(C(=O)N(C)C(c2ccccc2)c2ccccc2)c1C	1	2.4	·	-1.5	2	18	0.0	-0.5	-5.0
COc1ccc(S(=O)(=O)N2CCOC2CNC(=O)C(=O)NCCc2ccccc2)cc1OC (centres undefined)	-18	1.2	1.2	-4.0	3	5	-0.5	0.0	1.3
CCNc1nc(C)nc2c1cnn2C	3	-0.6	-1.1	·	-5	-8	-0.1	i	-3.7
CC(C)C(=O)NC(C)C(c1cccs1)N1CCOCC1 (centres undefined)	7	0.4	-0.4	-1.0	0	4	1.0	-8.0	-0.9
CC(C)CCNC(=O)c1cn(C)c2ccc(S(=O)(=O)N3CCCC3)cc2c1=O	0	-0.6	0.1	1.7	0	1	2.0	i	-3.8
O=C1OCCC1Sc1nnc(-c2ccccc2Cl)n1Cc1ccccc1 (centres undefined)	-3	-0.1	·	-2.5	-1	-3	0.7	-0.2	-1.5
COc1ccc(OC)c(/C=N/NC(=O)CCN2CCN(C(c3ccccc3)c3ccccc3)CC2)c1	13	-0.1	·	3.4	20	22	·	-0.6	-0.5
Cc1cc(C)n(C(C)CNS(=O)(=O)c2ccc(C)c(C)c2)n1 (centres undefined)	1	-1.5	-1.4	0.4	0	5	-0.6	i	-0.3
c1cncc(-c2nnc3sc(-c4ccco4)nn23)c1	18	0.7	0.3	1.5	3	5	·	-0.2	0.2
CC(OC(=O)Cc1coc2cc3c(cc12)CCC3)C(=O)NC(N)=O (centres undefined)	7	1.0	·	2.1	0	5	3.3	-0.3	-1.4
Cc1ccc(CNC(=O)CN(C2CCCCC2)S(C)(=O)=O)cc1	1	-0.7	-0.8	-0.7	3	3	·	-4.5	-5.4
O=C1c2ccc([N+](=O)[O-])cc2C(=O)N1Cc1cccnc1	4	-1.0	0.5	1.1	-1	2	1.2	0.4	-2.8
CC(=O)Nc1ccc(C(=O)COC(=O)c2cc(C)oc2C)c(F)c1	3	0.6	0.9	-2.7	4	0	1.0	-0.5	-1.4
COc1ccc2c(C)c(CC(=O)N3C[C@H]4C[C@@H](C3)c3cccc(=O)n3C4)c(=O)oc2c1OC	21	0.0	-1.7	-0.1	30*	-5	0.6	-0.4	1.0
O=C(NCCN1CCN(Cc2ccccc2)CC1)c1ccc(CS(=O)(=O)c2ccc(Br)cc2)o1	-6	2.6	0.5	3.7	1	22	0.8	-0.4	-0.8
COc1ccc([N+](=O)[O-])cc1NC(=O)CC1SC(=Nc2cccc(C)c2C)N(/N=C(\C)c2ccc(C)cc2)C1=O (centres undefined)	-1	-0.5	0.8	6.8	3	2	0.4	0.1	-2.8
Cc1ccc(OCC(=O)N(C)Cc2ccccc2)c([N+](=O)[O-])n1	5	-1.2	0.5	1.4	-4	-1	0.9	3.8	-1.8
COC(=O)C1CCN(C(=O)[C@H](C)NC(=O)C2CC(=O)N(c3ccc(F)cc3)C2)CC1 (some centres undefined)	-7	0.1	0.0	1.1	-1	2	-0.4	i	-3.5
Cc1ccc(C2C(S(C)(=O)=O)=C(O)C(=O)N2c2ccccc2)cc1 (centres undefined) (tested in a mixture with another compound)	-2	-0.8	-0.7	0.5	1	-2	·	i	-3.9
O=C(Cn1cnc2ccccc2c1=O)Nc1ccc(-c2nnc3n2CCCCC3)cc1	13	-0.5	1.0	3.2	2	0	·	i	1.1
CCCCN(C)c1c(C)nc2ccc(C(=O)NCCCn3ccnc3)cn12	2	·	3.0	·	1	2	1.2	-3.3	-1.6
NC(=Nc1ccccc1)N(c1ccccc1)c1ccccc1	10	-1.2	-3.8	·	2	1	0.7	-4.3	0.4
Cc1cc(C(=O)COC(=O)CN=C2NS(=O)(=O)c3ccccc32)c(C)n1CCc1ccc(Cl)cc1	-2	1.1	0.0	5.8	-2	26	1.4	2.4	-4.0
NC(=O)CSc1nnc(C2CC2)n1Cc1ccccc1	-7	0.6	3.8	0.8	0	-1	0.2	-0.2	-1.6
CCOC(=O)c1nn(-c2cc(C(=O)OC)cc(C(=O)OC)c2)cc1O	0	0.9	-1.5	0.6	-1	3	0.2	-0.5	-3.7
COc1ccc(CNC(=O)C2CCN(S(=O)(=O)c3cccc4cccnc34)CC2)cc1	-2	0.0	-0.9	2.2	-1	-1	1.2	-0.5	1.3
Cc1cccc(NC(=O)c2ccco2)c1C	15	-0.5	-2.9	0.4	1	-6	-0.1	1.0	-0.2

Next section:
SMILES	GDH-TPI inh	PfHsp40 rescue	Mtb BioA inh	Mtb UGM inh	FBA Mtb inh	Yp Topo-I inh	TcdB inh	BH1578 lux ind	FadD28 binding
Cc1ccccc1C1CC(c2ccccc2OC(F)F)Nc2ncnn21 (centres undefined)	-1	-0.5	·	0.6	2	3	·	3.4	-3.2
O=C(CCS(=O)(=O)c1ccccc1)NC1CCCC1	1	0.9	-3.7	0.5	6	-3	0.3	i	1.5
CCOc1cc(/C=N/NC(=O)CCCC(=O)NC2CCCCC2)ccc1O	12	-1.3	-1.9	-1.3	56*	-2	-7.0	1.0	-2.6
CN(Cc1c(C(=O)N/N=C/c2cccs2)nnn1-c1nonc1N)c1ccccc1	30	-1.2	-0.7	2.1	-11	-13	-0.2	-13	-13
COc1ccccc1OCC(=O)NCC1CCCN(Cc2cnn(C)c2C)C1 (centres undefined)	3	-1.3	0.3	-2.4	-3	7	0.5	i	-2.3
Cc1c(CCOC(=O)c2cc([N+](=O)[O-])ccc2Cl)sc[n+]1CCCCS(=O)(=O)[O-]	2	-1.7	·	1.0	6	1	0.5	i	-1.3
CC(C)(CNC(=O)CO/N=C1/C=C2CCC3C(C(O)C[C@@]4(C)C3CC[C@]4(O)C(=O)CO)[C@@]2(C)CC1)C(O)C(=O)O (some centres undefined)	-1	·	3.3	3.7	2	4	0.8	1.1	1.2
CCOC(=O)c1c(C)[nH]c(C(=O)N2CCCC(C(=O)c3ccccc3OC)C2)c1C (centres undefined)	4	1.4	0.6	-3.3	-4	12	1.2	i	-1.9
O=C(O)C1C2CCC(C2)C1C(=O)Nc1cccc([N+](=O)[O-])c1 (centres undefined)	4	-0.3	-2.6	0.1	2	-3	0.7	-1.2	-0.3
CC1(C(=O)Nc2cccc3c2CCCC3)CCN1C(=O)C1(c2ccccc2)CC1 (centres undefined)	5	·	-2.7	·	-1	28	1.0	-0.4	0.1
COc1ccc(C(=O)NCC23C=CC(O2)C2C(=O)N(Cc4ccccc4)C(=O)C23)cc1 (centres undefined)	-2	-1.2	-0.1	0.0	-2	2	·	-1.7	-3.6
CC1=CC(C)(C)N2C(=O)C(=O)c3cc(OC(=O)c4ccco4)cc1c32	4	-0.1	·	1.0	3	-1	1.9	-0.2	-0.4
CCCCCC(=O)N1C[C@H](O)[C@@H](n2cc(-c3ccc(F)cc3)nn2)C[C@@H]1c1ccc(C)cc1	0	·	-1.7	·	-2	22	1.8	-0.4	-3.6

Results in TcdB inh, for some of the entries so far:
Molecule | TcdB inh
CCOC(=O)c1c(C)[nH]c(C(=O)N2CCCC(C(=O)c3ccccc3OC)C2)c1C (centres undefined) | 1.2
O=C(O)C1C2CCC(C2)C1C(=O)Nc1cccc([N+](=O)[O-])c1 (centres undefined) | 0.7

Record cards (already shown). Order of screens: GDH-TPI inh	PfHsp40 rescue	Mtb BioA inh	Mtb UGM inh	FBA Mtb inh	Yp Topo-I inh	TcdB inh	BH1578 lux ind	FadD28 binding
COc1ccc(CNC(=O)C2CCN(S(=O)(=O)c3cccc4cccnc34)CC2)cc1 across the screens: -2	0.0	-0.9	2.2	-1	-1	1.2	-0.5	1.3
CC(=O)NC(Cc1ccccc1)c1ccc2c(c1)OCCCO2 (centres undefined) across the screens: -2	-0.7	·	1.7	2	0	·	0.3	-3.8
CCN(CC(=O)Nc1ccc(OC(F)F)cc1)C1CCCCC1 across the screens: -16	-0.1	4.8	0.9	1	4	0.9	i	-2.8
